# Screening data (PubChem)
# TMEM16A act: activators or potentiators of mouse TMEM16A chloride channel. HEK293 TMEM16A/YFP-H148Q/I152L, iodide quench fluorescence; hits give low values. 0.3% of 340,000 active. B-score at 10 µM. AID 623877. Q8BHY3;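 active = fluorescence-ratio B-score plate-corrected deviation score at least 3 library SD below zero, with starting fluorescence score within 5 deviations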;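 note: channel opened by trigger with iodide after compound preincubation; score built on the fluorescence ratio of max minus min over baseline; more negative score means more quench and so TMEM16A activation or potentiation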
# MrgX1 ag: activates human MrgX1 receptor signaling; MrgX1-HEK293 cells, Fluo-4 calcium fluorescence, agonist mode; hits give high values; B-score at 10 µM; 0.44% of 310,000 active; AID 588627;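 active = calcium response B-score plate-corrected fluorescence ratio at least 3 library SD, with starting fluorescence B-score inside 5 SD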
#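 Material: MrgX1-expressing HEK293 cells / Dosing: compound as first of three additions / Incubation: overnight seeding, then 1 h dark dye loading / Signal: Fluo-4 NW calcium fluorescence / Evaluation: B-scored fluorescence response ratio / Benchmarks: positive and negative control wells on each plate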
# MrgX1 PAM: human MrgX1 positive allosteric modulation, primary screen | Q96LB2 | MrgX1-HEK293, Fluo-4 calcium flux, FDSS; hits give high values | B-score at 10 µM | 0.63% of 310,000 active;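 active = plate-corrected calcium response at least 3 library SD above typical, normal starting fluorescence, not activating the receptor alone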;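 note: compound read alongside a low EC10 to EC30 dose of BAM8-22 agonist; peak minus trough fluorescence over baseline measured at the second addition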
# TRPC4 act: TRPC4 (mouse) channel activation. HEK293 TRPC4beta/mu-opioid, Fluo4 calcium fluorescence; hits give high values. 0.49% of 310,000 active. B-score at 10 µM. Q9QUQ5;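 active = B-score above 5 SD of library B-scores, and initial fluorescence ratio not above library mean plus 5 SD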;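 note: positive B-score marks a calcium rise read as TRPC4 activation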
# Target sequence (Q9QUQ5 whole entry, looked up): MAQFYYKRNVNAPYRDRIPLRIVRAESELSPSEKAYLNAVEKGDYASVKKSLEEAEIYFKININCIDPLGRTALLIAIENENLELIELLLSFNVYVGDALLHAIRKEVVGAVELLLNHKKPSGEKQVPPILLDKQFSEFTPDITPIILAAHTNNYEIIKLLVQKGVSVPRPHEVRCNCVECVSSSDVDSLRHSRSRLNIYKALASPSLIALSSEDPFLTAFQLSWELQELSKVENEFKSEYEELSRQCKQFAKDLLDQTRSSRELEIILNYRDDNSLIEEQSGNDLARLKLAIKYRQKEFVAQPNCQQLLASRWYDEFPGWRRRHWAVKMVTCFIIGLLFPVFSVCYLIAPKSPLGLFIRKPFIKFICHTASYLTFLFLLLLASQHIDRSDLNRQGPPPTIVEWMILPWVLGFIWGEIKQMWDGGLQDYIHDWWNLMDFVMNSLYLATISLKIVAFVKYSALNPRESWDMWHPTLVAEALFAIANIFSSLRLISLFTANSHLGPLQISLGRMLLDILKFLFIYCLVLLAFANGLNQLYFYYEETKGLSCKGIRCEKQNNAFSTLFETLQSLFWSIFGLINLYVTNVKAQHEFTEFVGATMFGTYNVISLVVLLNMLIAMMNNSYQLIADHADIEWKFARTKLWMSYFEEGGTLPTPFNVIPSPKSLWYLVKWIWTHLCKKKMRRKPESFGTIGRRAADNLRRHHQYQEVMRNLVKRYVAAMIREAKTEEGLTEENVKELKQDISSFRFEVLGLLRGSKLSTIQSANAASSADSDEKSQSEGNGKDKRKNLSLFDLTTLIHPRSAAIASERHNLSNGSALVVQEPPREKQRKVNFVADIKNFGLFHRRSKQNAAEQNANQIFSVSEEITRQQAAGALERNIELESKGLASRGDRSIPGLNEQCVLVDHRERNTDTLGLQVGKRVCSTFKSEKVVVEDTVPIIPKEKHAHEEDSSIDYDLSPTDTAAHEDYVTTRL
#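 Technique: kinetic Fluo4 calcium fluorescence; Test system: TRPC4beta and mu-opioid receptor HEK293 stable cells; Measure: B-scored integrated calcium fluorescence ratio; Benchmarks: low control buffer alone, high control maximal DAMGO; Schedule: 45 min room-temperature Fluo4 loading, 110 s read.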
# SKKanGAS inh: blocks kanamycin growth of S. pyogenes SKKanGAS strain. 1.3% of 300,000 active. BacTiter-Glo, 6 h. inhibition, % at 7.5 µM;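 active = mean replicate score, as percent of positive control median, at least 50; inconclusive = mean below 50 but one replicate at or above 50; inactive = mean and every replicate below 50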;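 note: strain carries kanamycin resistance gene driven by streptokinase promoter and grows in 40 µg/ml kanamycin; loss of luminescence reflects streptokinase promoter inhibition or plain growth inhibition; 0% = median of DMSO wells and 100% = positive control at its reference dose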
# TRPC6 inhibitor: inhibitors of mouse TRPC6 channel | Q61143 | HEK293-TRPC6, membrane potential dye, ACh-evoked depolarization; hits give low values | B-score at 10 µM | 1.1% of 310,000 active;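 active = B-score under library mean minus 3 SD, initial fluorescence not abnormally high, positive integrated signal ratio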;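 note: B-score derived from integrated fluorescence ratio over the kinetic read; more negative B-score means stronger inhibition of depolarization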
# ANO1 block: inhibitors of mouse TMEM16A calcium-activated chloride channel; Q8BHY3; HEK293 TMEM16A/YFP iodide influx fluorescence, ionomycin; normalized B-score (activity score, 25-100; higher = stronger inhibition) at 10 µM; 1.2% of 310,000 active;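 active = ratio plate-corrected score three or more library SD toward inhibition, starting fluorescence score within five deviations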;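 note: score derived from kinetic fluorescence span divided by baseline fluorescence per well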
# TRPC4 potent: allosteric potentiators of mouse TRPC4 channel; 0.42% of 310,000 active; AID 2227; Q9QUQ5; B-score at 10 µM; HEK293 TRPC4beta/mu-opioid, DAMGO EC20, Fluo-4 Ca2+ flux; hits give high values;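 active = B-score of calcium response area above 5 SD of library B-scores, with initial fluorescence ratio within 5 SD of library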;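 note: B-score of integrated fluorescence ratio over time as area under calcium response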
# MrgX1 antag: antagonists of human MrgX1 receptor | Q96LB2 | MRGX1-HEK293 calcium flux, Fluo-4, BAM8-22 antagonism; hits give low values | B-score at 10 µM | 1.3% of 310,000 active | AID 588676;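 active = calcium-response B-score plate-corrected more than 3 library SD below zero, starting fluorescence within 5 deviations, no agonist response on first addition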;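 note: peak minus trough fluorescence over baseline after final BAM8-22 challenge near maximal dose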
# TRPC6 act: mouse TRPC6 channel activation; AID 2550; B-score at 10 µM; 0.13% of 310,000 active; HEK293-TRPC6 membrane potential dye fluorescence; hits give high values; Q61143;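 active = B-score of the integrated fluorescence ratio above library mean plus 3 SD, and starting fluorescence ratio within library mean plus 5 SD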;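 note: higher score means more depolarization so channel activation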
# TRPC4 block: TRPC4 (mouse) channel inhibition; Q9QUQ5; HEK293 TRPC4beta/mu-opioid, DAMGO-evoked Fluo4 calcium flux; hits give low values; B-score at 10 µM; 0.39% of 300,000 active; AID 2247;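 active = B-score over 3 SD under the library average, no early fluorescence shift, positive overall ratio signal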
#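 material = TRPC4beta/mu-opioid receptor HEK293 cell line | probe or stimulus = sequential submaximal and maximal DAMGO stimulation | compound dosing = one concentration per compound | measured by = Fluo4 Ca2+ flux fluorescence | evaluation = integrated fluorescence ratio relative to baseline, converted to per-well B score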
# Numbers without * were called inactive; i = inactive; ? = inconclusive; · = no result given.
SMILES,TMEM16A act,MrgX1 ag,MrgX1 PAM,TRPC4 act,SKKanGAS inh,TRPC6 inhibitor,ANO1 block,TRPC4 potent,MrgX1 antag,TRPC6 act,TRPC4 block
CC(NC(=O)Cn1cc(C(F)(F)F)ccc1=O)c1ccc(F)cc1 (configuration not stated),i,i,6.91*,i,-10.1,i,i,i,i,i,i
CC[C@H](C)[C@@H](C(=O)NCCCCCCCCCCC(=O)N1CCN(C(=O)OC(C)(C)C)CC1)n1cc(CCCCCNC(=O)OC(C)(C)C)nn1,i,i,i,·,·,·,25*,·,-12.5*,·,·
O=C(O)COc1ccc2c(c1)OCCO2,i,i,i,i,-2.0,i,i,i,i,i,i
CCN(c1ccccc1)S(=O)(=O)c1ccc(C(=O)NCC(c2cccs2)N(C)C)cc1 (configuration not stated),i,i,i,i,3.4,i,i,i,i,i,i
CCOC(=O)c1ccc(NS(=O)(=O)c2cccc3nsnc23)cc1,i,i,i,i,8.4,i,i,i,i,i,i
O=Cc1cccn1-c1ccccc1,i,i,i,i,-2.4,i,i,i,i,i,i
Cc1ccc(OCCn2nc3ccccc3n2)c(C)c1,i,i,i,i,14.2,i,i,i,i,i,i
COc1ccc(CCNC(=O)CCS(=O)(=O)c2ccc3nc(C)sc3c2)cc1OC,i,i,i,i,-2.7,i,i,i,i,i,i
O=C(CN1CCN(C(=O)C2COc3ccccc3O2)CC1)Nc1ccc(F)cc1 (configuration not stated),i,i,i,i,-5.0,i,i,i,i,i,i
CCCCn1c(SCc2nc(N)nc(Nc3ccccc3C)n2)nc2ccccc2c1=O,i,i,i,i,17.0,i,i,i,i,i,i
CCc1nnc(NC(=O)CN2CC(C)OC(C)C2)s1 (configuration not stated),i,i,i,i,1.7,i,i,i,i,i,i
CCN(CC)S(=O)(=O)c1cccc(-c2nnc(SCC(N)=O)n2N)c1,i,i,i,i,-5.1,i,i,i,i,i,i
CC(C)(C)NS(=O)(=O)c1ccc(NC(=O)NC2CCCCC2)cc1,i,i,i,i,1.7,i,i,i,i,i,i
CCOC(=O)c1cccc(NC(=O)CCn2nc(C)c(S(=O)(=O)N3CCCCC3)c2C)c1,i,i,i,i,-5.7,i,i,i,i,i,i
COc1ccccc1NC(=O)c1ccc(S(=O)(=O)NCc2ccco2)cc1,i,i,i,i,14.8,i,i,i,i,i,i
COc1ccccc1OCCNS(=O)(=O)c1ccc2oc3ccccc3c2c1,i,i,i,i,-14.8,i,i,i,i,i,i
CC(C)C(NC(=O)C1CCCCC1)C(=O)Nc1ccc2c(c1)OCCO2 (configuration not stated),i,i,i,i,7.1,i,i,i,i,i,i
O=S(=O)(NCC1CC1)c1cccc(S(=O)(=O)N2CCCC2)c1,i,i,i,i,-2.9,i,i,i,i,i,i
CC(C)c1ccc(/C=N/n2c(-c3ccccc3)n[nH]c2=S)cc1,i,i,i,i,?,i,i,i,i,i,i
OCC[C@@H]1C[C@@H](O)[C@H](O)[C@]2(CCc3ccccc3CO2)O1,i,i,i,i,6.3,i,i,i,i,i,i
N=C1/C(=C/c2cccn2Cc2ccc(F)cc2)C(=O)N=C2SC=CN12,i,i,i,i,11.5,i,i,i,i,i,i
COc1cccc(C(O)c2nccn2Cc2ccccc2)c1OC (configuration not stated),i,i,i,i,-2.6,i,i,i,i,i,i
CCCCCc1cc(O)c2c(C)cc(=O)oc2c1,i,i,i,i,12.5,i,100*,i,i,i,i
CC(C)Sc1nc2c(c(=O)[nH]c(=O)n2C)n1Cc1ccc(Cl)cc1,i,i,i,i,2.2,i,i,i,i,i,i
COc1ccccc1N1CCN(C2=Nc3cccc4cccc2c34)CC1,i,i,8.91*,i,-1.7,-8.66*,i,i,i,i,i
CCN(CC)CCN(C(=O)CCS(=O)(=O)c1ccccc1)c1nc2cc(OC)c(OC)cc2s1,i,i,i,i,-1.0,i,i,i,i,i,i
CSc1cc(-c2ccccc2)n(Cc2c(Cl)cccc2Cl)c(=O)c1C#N,i,i,i,i,0.3,i,i,i,i,i,i
S=C(NCc1ccco1)Nc1ccc(Br)cn1,i,i,i,i,-3.0,i,i,i,i,i,i
Cn1c(N)c(C(=O)COC(=O)C2(c3ccccc3F)CCCC2)c(=O)n(C)c1=O,i,i,i,i,12.7,i,i,i,i,i,·
O=C(NNC(=S)Nc1ccccc1)C1CC1,i,i,i,i,-7.9,i,i,i,i,i,i
CCCNC(=S)N(Cc1ccccc1)Cc1nc2ccccc2c(=O)[nH]1,i,i,i,i,6.2,i,i,i,i,i,i
Cc1ccccc1CN1[C@@H](C(C)C)COCCS1(=O)=O,i,i,i,i,9.5,i,i,i,i,i,i
O=C(COc1ccccc1)NCC(=O)NC1=NCCS1,i,i,i,i,9.5,i,i,i,i,i,i
CCn1c(=O)c(C(=O)CN(C)Cc2ccc(F)cc2)c(N)n(Cc2ccccc2)c1=O,i,i,i,i,0.1,i,i,i,i,i,i
CCCCc1nnc(NC(=O)CSCc2cc(=O)n3cc(C)sc3n2)s1,i,i,i,i,-3.1,i,i,i,i,i,i
COc1ccc(-c2csc(N(Cc3ccco3)C(=O)c3cccs3)n2)cc1,i,i,i,i,3.8,i,i,i,-4.82*,i,i
O=C(O)c1cc(N2C(=O)C3CCCCC3C2=O)ccc1NCc1cccnc1 (configuration not stated),i,i,i,i,0.8,i,i,i,i,i,i
CCOc1ccc(CCNC(=O)CN(C)S(=O)(=O)c2ccc3c(c2)CCC(=O)N3)cc1OCC,i,i,i,i,2.8,i,i,i,i,i,i
NCCCCCNC(=O)/C=N\O,i,i,i,i,15.5,i,i,i,i,i,i
CCNc1nc(NCC)nc(SCCOc2ccc(C)cc2)n1,i,i,i,i,1.6,i,i,i,i,i,i
Cc1ccc(-c2noc(CN(C)C(=O)c3ccc(Br)o3)n2)cc1,i,i,i,i,-9.5,i,i,i,i,i,i
C=CCn1c(=NC(=O)c2ccco2)sc2cc(C(=O)OC)ccc21,i,i,i,i,2.6,i,i,i,i,i,i
CC(C)(C)c1csc(NC(=O)CSC2=NCCS2)n1,i,i,i,i,-4.6,i,i,i,i,i,i
Oc1ccc(Nc2nc(N3CCCC3)c3ccccc3n2)cc1,i,i,i,i,3.5,-11.2*,i,i,i,i,-6*
O=C(O)c1cn(CCOc2ccccc2Cl)c2ccccc12,i,i,i,i,0.1,i,i,i,i,i,i
O=C1COc2ccc(S(=O)(=O)CCC(=O)NC3CCCCC3)cc2N1,i,i,i,i,-2.4,i,i,i,i,i,i
O=C(NC(=S)N1CCN(c2ccc(Cl)cc2[N+](=O)[O-])CC1)c1ccco1,i,i,i,i,3.1,i,i,i,i,i,i
CN(C)c1cc(N/N=C\c2ccccc2)nc(N(C)C)n1,i,i,i,i,-12.8,i,i,i,i,i,i
COC(=O)COc1ccc(S(=O)(=O)Nc2ccc3c(c2)OCCO3)cc1Cl,i,i,i,i,-5.8,i,25*,i,i,i,i
COc1ccc(CC(=O)O/N=C(\N)Cc2cccc3ccccc23)cc1OC,i,i,i,i,-3.8,i,i,i,i,i,i
CCOc1ccc2[nH]c(=O)c(CN(Cc3ccco3)C(=O)c3cccc(F)c3)cc2c1,i,i,i,i,-2.9,i,i,i,i,i,i
Cc1ccc(C(C(=O)NCc2ccc(F)cc2)N(Cc2ccco2)C(=O)c2snc(C(N)=O)c2N)o1 (configuration not stated),i,i,i,i,7.2,i,i,i,i,i,i
Cn1c(SCC(=O)N/N=C/c2cccnc2)nnc1-c1ccccc1,i,i,i,i,4.8,i,i,i,i,i,i
CC(C)n1cnc2c(Nc3ccc(F)c(Cl)c3)nc(NCCO)nc21,i,i,i,i,2.3,i,i,i,i,i,i
COc1ccccc1NC(=S)NC(=O)CC(C)C,i,i,i,i,-4.0,i,i,i,i,i,i
COc1ccccc1CCc1nnc(CCC(=O)NCC(C)Oc2cccnc2)o1 (configuration not stated),i,i,i,i,5.6,i,i,i,i,i,i
CCOC(=O)c1cnn(-c2ccc([N+](=O)[O-])cc2)c1N,i,i,i,i,-1.2,i,i,i,i,i,i
CCS(=O)(=O)N1CCCC(C(=O)NCCCOC)C1 (configuration not stated),i,i,i,i,-2.3,i,i,i,i,i,i
O=C(Nc1ccccc1Br)c1ccc2nccnc2c1,i,i,i,i,-9.2,i,i,i,i,i,i
O=C(Cc1ccc2c(c1)OCCO2)N1CCN(S(=O)(=O)c2cccc(C(F)(F)F)c2)CC1,i,i,i,i,-1.2,i,i,i,i,i,i

# Continued:
SMILES,TMEM16A act,MrgX1 ag,MrgX1 PAM,TRPC4 act,SKKanGAS inh,TRPC6 inhibitor,ANO1 block,TRPC4 potent,MrgX1 antag,TRPC6 act,TRPC4 block
COc1ccccc1CN(Cc1ccco1)S(=O)(=O)c1ccc(-n2cnnn2)c(OC)c1,i,i,i,i,22.2,i,i,i,i,i,i
C=CCN1c2ccccc2[C@]23C[C@@H](C(=O)OC)N(C(=O)NCCC)C2=NC(C(=O)OC)=C(C(=O)OC)[C@H]13,i,i,i,i,-3.7,i,i,i,i,i,i
CC(=O)N1N=C(c2ccc(C(C)(C)C)cc2)OC1(C)C,i,i,i,i,-20.2,i,i,i,i,i,i
Clc1ccc(-c2nnc(C3CCCCC3)o2)cc1,i,i,i,i,1.4,i,i,i,i,i,i
Cc1ccccc1OCC(=O)Nc1ccccc1C(=O)N1CCCCC1,i,i,i,i,-3.7,i,i,i,i,i,i
CN(C)/C(=N\S(=O)(=O)c1ccc(Br)cc1)c1ccccc1,i,i,i,i,-6.3,i,i,i,i,i,i
CCOc1ccc(CNCCc2ccc(S(N)(=O)=O)cc2)cc1,i,i,i,i,4.3,i,i,i,i,i,i
Cc1c(NC(=O)c2cc(-c3cccc(Cl)c3)on2)c(=O)n(-c2ccccc2)n1C,i,i,i,i,-1.4,i,i,i,i,i,i
O=C(NCCc1c[nH]c2ccccc12)c1ccco1,i,i,i,i,-1.6,i,i,i,i,i,i
C=CCOC(=O)C1=C(C)NC(SC)=C(C#N)C1c1cccs1 (configuration not stated),i,i,i,i,-9.9,i,i,i,i,i,i
S=C(NCCCc1ccccc1)Nc1ccccc1Cl,i,i,i,i,-11.6,i,i,i,i,i,i
O=C(c1ccc([N+](=O)[O-])cc1)N1CCN(c2ncc(Br)cn2)CC1,i,i,i,219*,0.3,i,i,i,i,i,i
O=C(CCCc1nc(-c2ccccc2)no1)Nc1cccnc1,i,i,i,i,-12.4,i,i,i,i,i,i
